# Bioassay records: PubChem BioAssay, several laboratories
# FBA Mtb inh: Mtb FBA enzyme inhibitors, primary screen, biochemical, fluorescence, strain H37Rv; purified M. tuberculosis FBA, fluorescence read-out; 360,000 tested, 2.3% active; Fructose-bisphosphate aldolase (Mycobacterium tuberculosis (strain ATCC 25618 / H37Rv)), …; inhibition, % at 1 µM; in the data active means inhibition above about 27%;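 further: 0% = vehicle and 100% = reference inhibitor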
# Target sequence (P9WQA3 whole entry, looked up): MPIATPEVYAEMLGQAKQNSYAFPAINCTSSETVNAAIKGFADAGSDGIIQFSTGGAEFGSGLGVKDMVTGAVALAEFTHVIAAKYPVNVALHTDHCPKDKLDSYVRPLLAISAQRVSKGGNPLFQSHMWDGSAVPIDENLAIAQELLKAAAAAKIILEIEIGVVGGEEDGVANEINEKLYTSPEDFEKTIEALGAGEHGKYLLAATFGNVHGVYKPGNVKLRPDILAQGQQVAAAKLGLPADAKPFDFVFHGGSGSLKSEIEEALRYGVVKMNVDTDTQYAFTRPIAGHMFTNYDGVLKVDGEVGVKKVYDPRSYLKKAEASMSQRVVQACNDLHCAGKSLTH
# Mtb UGM inh: M. tuberculosis UGM enzyme inhibitors, primary screen, biochemical, fluorescence polarization, single point; UDP-galactopyranose mutase (Mycobacterium tuberculosis (strain ATCC 25618 / H37Rv)), …; purified UGM, fluorescence polarization probe displacement; inhibition, % at 10 µM; 320,000 tested, 0.06% active; in the data active means inhibition above about 10%, passing the limit was not always enough; inconclusive means no clear call, values can overlap the other calls
# Target sequence (P9WIQ1 whole entry, looked up): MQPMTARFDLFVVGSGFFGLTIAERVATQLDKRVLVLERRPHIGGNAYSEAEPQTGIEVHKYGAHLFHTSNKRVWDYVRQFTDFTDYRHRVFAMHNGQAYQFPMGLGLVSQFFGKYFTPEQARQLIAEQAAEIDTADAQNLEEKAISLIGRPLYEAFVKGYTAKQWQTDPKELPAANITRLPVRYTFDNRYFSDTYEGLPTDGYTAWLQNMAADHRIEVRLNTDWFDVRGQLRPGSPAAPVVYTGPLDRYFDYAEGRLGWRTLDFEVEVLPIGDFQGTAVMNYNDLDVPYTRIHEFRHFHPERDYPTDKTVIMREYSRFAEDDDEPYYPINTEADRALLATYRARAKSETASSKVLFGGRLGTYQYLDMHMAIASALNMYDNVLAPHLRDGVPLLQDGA
# VHR inh abs: VHR1 phosphatase inhibitors, primary screen, biochemical, absorbance, uHTS. Dual specificity protein phosphatase 3 (Homo sapiens), P51452. recombinant VHR phosphatase, pNPP absorbance. inhibition, % at 13.3 µM. 290,000 tested, 0.52% active; in the data active means inhibition above about 50%; further: some compounds called inactive have numbers as strong as hits
# Target sequence (P51452 whole entry, looked up): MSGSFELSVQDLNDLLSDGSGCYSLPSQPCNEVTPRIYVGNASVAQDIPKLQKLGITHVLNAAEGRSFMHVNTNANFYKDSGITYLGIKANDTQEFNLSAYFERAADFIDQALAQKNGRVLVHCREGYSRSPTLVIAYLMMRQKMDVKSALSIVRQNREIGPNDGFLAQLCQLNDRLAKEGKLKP
# Mtb BioA inh: M. tuberculosis BioA enzyme inhibitors, primary screen, biochemical, plate reader, single point, HTS; 7,8-diaminopelargonic acid synthase BioA (Mycobacterium tuberculosis); purified M. tuberculosis BioA enzyme; inhibition, % at 9.99 µM; 360,000 tested, 0.096% active; AID 602481, 2012; in the data active means inhibition above about 40%; inconclusive means no clear call, values can overlap the other calls
# BoNT F protease: BoNT/F light chain protease inhibitors, primary screen, biochemical, flow cytometry, MLPCN library | Botulinum neurotoxin type F light chain protease (Clostridium botulinum) | Multiplex microsphere protease cleavage assay | inhibition, % at 10 µM | 360,000 tested, 0.22% active; in the data active means inhibition above about 35%, passing the limit was not always enough; inconclusive means no clear call, values can overlap the other calls; further: plate controls were buffer without enzyme for full effect and enzyme alone for no effect
# CCHF vOTU inh: CCHFV vOTU protease inhibitors, primary screen, biochemical, Pep-AMC substrate, fluorescence. inhibition, % at 11.5 µM. 370,000 tested, 0.55% active. Crimean-Congo hemorrhagic fever virus L polyprotein viral ovarian tumor (vOTU) protease …; further: 0% = vehicle wells with enzyme and 100% = no enzyme wells
# GDH-TPI counter: GDH-TPI coupling enzyme inhibitors, primary screen, artefact control for M. tuberculosis FBA inhibitor project, biochemical, absorbance, full deck | AID 588335, 2011 | 360,000 tested, 1.2% active | inhibition, % at 4.8 µM | GDH-TPI coupled enzyme counterscreen, NADH absorbance;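 further: 0% = DMSO wells and 100% = wells lacking the enzyme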
# FadD28 binding: inhibitors of FadD28 bisubstrate probe binding, primary screen, biochemical, fluorescence polarization, single point | Mycobacterium tuberculosis FadD28 fatty-acid-AMP ligase | inhibition, % at 12.5 µM | 360,000 tested, 0.22% active | AID 588549, 2011; in the data active means inhibition above about 8.5%, passing the limit was not always enough; inconclusive means no clear call, values can overlap the other calls
# Rv3671c inh: Rv3671c serine protease inhibitors, primary screen, biochemical, fluorescence polarization, M. tuberculosis H37Rv. 320,000 tested, 0.048% active. inhibition, % at 5.96 µM. P9WHR9. AID 2606, 2010; in the data active means inhibition above about 38%;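 further: extracellular domain of Rv3671c used as enzyme; 0% = enzyme with DMSO and 100% = no enzyme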
# MazEF act: activators of E. coli MazEF toxin-antitoxin RNase, primary screen, biochemical, fluorescence, uHTS. 350,000 tested, 0.32% active. activation, % at 20 µM. FAM/BHQ RNA-DNA oligo cleavage fluorescence, 5 h. AID 504720, 2011; in the data active means activation above about 50%
# Target sequence (P0AE70 whole entry, looked up): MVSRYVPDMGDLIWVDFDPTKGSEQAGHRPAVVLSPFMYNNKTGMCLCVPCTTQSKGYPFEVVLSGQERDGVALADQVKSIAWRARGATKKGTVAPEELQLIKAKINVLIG
# Active calls of the source: *; ? = inconclusive; · = no result given. Unless noted, no stated cut-off is given here; in the data, active means inhibition above about 30%; inactive means the rest.
SMILES,FBA Mtb inh,Mtb UGM inh,VHR inh abs,Mtb BioA inh,BoNT F protease,CCHF vOTU inh,GDH-TPI counter,FadD28 binding,Rv3671c inh,MazEF act
Cc1cc(F)ccc1S(=O)(=O)Nc1ccc(C(=O)N2CCCCCC2)cc1,1,0.0,·,0.6,-6,9,-12,0.4,6,19
Cc1cc(-c2nnc(CCC(=O)NC(Cc3ccccc3)c3ccccc3)o2)no1 (stereo not given),2,-0.1,8,-0.1,-2,4,1,-0.6,13,3
CCc1ccccc1-n1c(SCC(=O)NC)nnc1-c1cccnc1,0,1.3,-31,1.3,-14,2,2,-3.2,0,0
O=S(=O)(NCc1ccc(Cl)cc1)NCc1ccccc1F,1,0.2,20,-0.4,2,2,4,-1.5,5,3
Cc1cc(C(=O)NCC(C)(C)N2CCOCC2)c(C)o1,4,2.4,·,·,-11,0,7,-1.8,1,-2
CCCCNC(=O)CSc1nc(Cc2ccccc2)nc2ccccc12,-1,1.9,49,-2.2,0,2,8,-2.5,-10,-21
COc1ccc(C2=NN(C(=O)CCC(=O)O)C(c3ccccc3OC)C2)cc1 (stereo not given),9,-2.9,4,-0.4,20,11,6,1.6,4,2
C=CCn1c(N2CCN(c3ccc(OC)cc3)CC2)nc2c1c(=O)[nH]c(=O)n2C,3,1.5,24,0.4,-2,1,6,0.3,-3,3
CC(C)c1nnc(NC(=O)CCC(=O)N2CCN(c3ccccn3)CC2)s1,9,-2.9,7,-0.7,-8,6,-6,-2.4,-1,-3
O=C(NCC1CCCO1)c1ccc(Cl)c(S(=O)(=O)N2CCOCC2)c1 (stereo not given),1,2.5,4,-4.0,-12,8,10,1.3,0,-24
CCc1ccc(C(=O)Nc2cccnc2Oc2ccc(Cl)cc2)cc1,5,2.7,-7,·,?,-1,5,-0.3,2,-11
CC(=O)N1CC(C)Oc2ccc(S(=O)(=O)NC(CC(=O)O)c3ccccc3)cc21 (stereo not given),0,-1.3,-27,-2.0,2,6,0,-2.2,2,12
CC(=O)Nc1ccc(-c2nnc(SCC(=O)n3c4c(c5ccccc53)CCCC4)n2C)cc1,0,·,2,-3.3,4,-3,-5,-4.3,·,-57
Cc1noc(C)c1NC(=O)Nc1cccc2c1O[C@H](CN(C)S(=O)(=O)c1c(C)noc1C)[C@@H](C)CN([C@H](C)CO)C2=O,2,0.6,·,0.7,-1,11,-4,0.0,2,-2
Nc1ccc2ccccc2c1[N+](=O)[O-],-10,·,·,·,2,6,7,-16,·,6
Cc1noc(C)c1COc1cccc(C(=O)NCc2cccc(Cl)c2)c1,5,-0.3,7,-0.1,-5,15,8,-2.2,-2,7
COc1ccc(Cl)cc1NC(=O)CN(C)C(=O)c1ccc(C)s1,-1,·,·,0.6,3,-3,-21,-2.5,8,4
CN(C)CCCNC(=O)c1ccc(-c2ccccc2)cc1,3,-1.4,7,0.7,4,5,4,-1.1,5,0
COc1ccc(-c2cc(C(F)F)n3ncc(C(=O)Nc4cnn(Cc5ccccc5)c4)c3n2)cc1,·,-0.4,3,·,·,7,·,·,-7,·
COc1ccc(CNC(=O)CSc2ccsc2[N+](=O)[O-])cc1,-1,2.4,28,0.9,-2,-8,11,-2.3,3,-3
O=C(COc1ccc(Cl)cc1)OCc1csc(Nc2ccccc2)n1,3,-2.5,4,-4.3,-6,3,5,-1.4,-3,-2
O=C(CCn1c(=O)c2ccccc2n(Cc2ccccc2)c1=O)NCc1ccc2c(c1)OCO2,2,2.6,19,0.2,12,-1,3,-1.2,0,-14
COc1ccc(C(=O)NN2CCOCC2)cc1[N+](=O)[O-],3,-1.7,28,-1.4,·,9,7,-3.1,-3,2
Cc1ccccc1NC(=O)/C=C/c1cccs1,-1,0.3,19,·,0,4,15,-2.5,6,11
COc1ccc(/C=C/C(=O)N(C)Cc2cccs2)cc1S(=O)(=O)N1CCOCC1,2,-0.2,32,0.0,-4,-10,2,26*,8,1
Cc1c(Cl)cccc1NC(=O)Cc1cccs1,0,0.6,8,0.1,17,3,-11,-2.8,5,4
Cc1ccc(S(=O)(=O)Nc2nc(-c3ccccc3)cs2)cc1,-1,0.2,9,0.1,-4,5,-3,0.2,-5,-1
CCOc1ccccc1NC(=O)CCC(=O)Nc1nnc(C2CCCCC2)s1,2,-0.7,9,-2.3,-2,-17,12,0.5,-17,-6
O=C(Nc1ccn(CCCNCc2ccccc2)c(=O)n1)OCc1ccccc1,-1,·,·,-2.0,1,7,-3,0.2,·,8
Cc1ccc(-c2nnn(CC(=O)N(c3ccc(F)cc3)C(C(=O)NC(C)(C)C)c3ccco3)n2)o1 (stereo not given),0,-2.7,9,4.9,?,-1,2,-1.4,-2,5
COc1ccc(C(=O)NCC(=O)N/N=C/c2cn[nH]c2-c2ccccc2)cc1,-3,-5.2,21,0.5,-1,5,12,-1.6,1,3
O=C(Nc1ccc(S(=O)(=O)N2CCCCC2)cc1)c1cccnc1Cl,5,-1.5,·,·,-1,-6,2,-0.1,-12,-10
CSc1nnc(NC(=O)c2nc(S(=O)(=O)Cc3cccc(C)c3)ncc2Cl)s1,-1,0.0,-28,-0.3,-1,15,10,-3.3,2,-5
Cc1ccccc1C(=O)NNC(=O)c1cc(S(=O)(=O)N2CCOCC2)ccc1C,1,0.4,·,-1.4,4,-11,19,-0.3,-8,4
COc1ccc(C2CC(c3cccs3)n3nc(N)nc3N2)cc1 (stereo not given),135*,1.9,-3,-0.1,-11,-143,24,-2.8,4,22
Cc1cc(=O)n(Cc2ccccc2)c2c(C)cccc12,1,-1.5,20,0.6,-1,1,-17,-4.0,4,3
O=C1NC(=O)N(C2CCCCC2)CC1Br (stereo not given),-1,·,·,0.0,-11,9,4,-0.4,·,7
O=C(Cc1ccccc1)NCCCN1CCN(CCCNC(=O)Cc2ccccc2)CC1,-1,1.6,3,1.4,-2,5,-1,-1.8,-4,-3
CCCCN(C(=O)CCC(=O)Nc1cc(C)on1)C(C(=O)NC1CCCC1)c1cccc(OC)c1 (stereo not given),-2,3.1,-11,-2.3,13,6,-4,-1.3,5,-8
CC1CCCCC12NC(=O)N(CC(=O)NC(=O)NCc1ccco1)C2=O (stereo not given),2,-3.3,19,-1.9,-2,-7,1,0.3,-7,-5
Cc1ccc(-c2nc(SCC(=O)c3c(N)n(C)c(=O)n(C)c3=O)n[nH]2)cc1,6,1.9,5,·,1,-4,0,-1.4,11,11
CC(=O)N1CCC(N(C(=O)Nc2ccc(Cl)cc2)C(C)C)CC1,-2,-1.5,12,-2.3,-3,4,-2,0.1,9,5
O=C(CC1C(=O)NCCN1C(=O)Nc1ccc(F)cc1)Nc1ccc(F)cc1 (stereo not given),1,1.0,-4,6.6,?,5,-7,-3.5,0,6
C/C=C(\C)C(=O)NCCN1C2=NC[C@H](Cc3ccccc3)N2C[C@@H]1Cc1ccc(OC)cc1,-1,-0.6,·,-0.7,-32,4,-2,-5.0,0,7
NC(=O)Nc1ccccc1C(=O)N1CCC(O)(c2ccc(Cl)cc2)CC1,-3,·,21,0.5,2,·,11,0.4,-5,1
O=C(Nc1ccc(Cl)c(S(=O)(=O)N2CCOCC2)c1)c1cc(-c2ccccn2)nc2ccccc12,-2,-0.3,10,0.3,-9,-3,-4,-10,-44,0
O=S(=O)(NCCNc1ncc(C(F)(F)F)cc1Cl)C(F)(F)F,-3,-0.2,12,·,-1,6,-2,-4.8,6,-4
Cc1[nH]c2ccccc2c1C(=O)COc1ccccc1,4,-0.3,25,·,0,6,-4,-1.2,-4,3
CCOc1ccc(OCC(=O)Nc2cc(Cl)ccc2-n2cncn2)cc1,2,·,·,0.5,4,3,-5,-0.9,·,7
CCCCOc1cc(NCc2ccccc2)c2ncn(C(C)C)c2c1,26,4.5,·,-1.6,-2,37*,4,-3.3,5,-5

# The final 2 records of the part before lead into the next:
SMILES,FBA Mtb inh,Mtb UGM inh,VHR inh abs,Mtb BioA inh,BoNT F protease,CCHF vOTU inh,GDH-TPI counter,FadD28 binding,Rv3671c inh,MazEF act
CCOc1ccc(OCC(=O)Nc2cc(Cl)ccc2-n2cncn2)cc1,2,·,·,0.5,4,3,-5,-0.9,·,7
CCCCOc1cc(NCc2ccccc2)c2ncn(C(C)C)c2c1,26,4.5,·,-1.6,-2,37*,4,-3.3,5,-5
O=S(=O)(c1cccc2ccccc12)N1CCSC1,0,4.5,27,0.2,-3,0,1,-0.8,-4,3
Cc1ccc(NC(=O)C2=CC(c3ccc(C)cc3)=NS(=O)(=O)N2C)cc1,-3,1.4,6,1.8,3,17,26,-0.8,-8,4
NNC(=O)c1nc[nH]c1C(=O)Nc1ccccn1,3,-0.4,11,·,-2,-1,10,-1.1,5,5
COC(=O)Oc1nsnc1N1CCOCC1,-1,2.3,4,0.1,4,3,5,-3.2,4,-1
CCc1cccc(OCCCCNCCOC)c1,1,-2.2,-9,·,-2,10,-1,-4.7,-4,3
S=c1[nH]nc(-c2cc(-c3ccccc3)n[nH]2)n1/N=C/c1c2ccccc2cc2ccccc12,3,-1.9,7,·,-1,·,15,-6.7,-24,-34
Cn1c(=O)c2c(ncn2CC(=O)Nc2nc3ccc(F)cc3s2)n(C)c1=O,2,1.2,31,-0.9,?,0,-4,-2.5,-5,4
COc1ccc(C(=O)NC2CCCc3c2cnn3-c2ccc(C)c(C)c2)c(OC)c1OC (stereo not given),-1,-0.7,2,1.4,-4,9,4,0.0,2,9
Cn1c(=O)c(-c2cc(=O)[nH][nH]2)c(O)c2ccccc21,4,-0.7,10,·,-1,8,7,-1.6,7,5
COc1ccc(CCNS(=O)(=O)c2cccc(F)c2)cc1OC,0,-0.7,27,-0.4,1,1,7,-1.6,3,-4
CSc1nc(NCCN(C)C)c2sc3nc(-c4ccco4)c4c(c3c2n1)CCC4,4,·,·,-1.8,-6,-14,-5,-12,·,-6
O=C(CN1C(=O)COc2ccccc21)N(Cc1ccc2c(c1)OCO2)CC1CCCO1 (stereo not given),1,-0.3,-10,4.4,-2,-4,-8,-0.7,-1,0
CC(=O)c1cccc(S(=O)(=O)Nc2cccc(S(=O)(=O)NC3=NCCC3)c2)c1,2,1.5,0,1.9,-10,-2,5,-0.2,6,1
CC1(C)Cc2nc3sc4c(SCC(=O)NC(c5ccccc5)c5ccccc5)ncnc4c3cc2CO1,0,1.5,-1,0.1,·,0,4,-0.3,-6,-11
Cc1ccc(C)c(NC(=O)CSc2nnc([C@@H](N)Cc3ccccc3)o2)c1,0,0.2,26,0.7,-5,-4,-13,-2.3,-4,-8

# 3 entries from above, arranged by formula weight, lowest first:
SMILES,FBA Mtb inh,Mtb UGM inh,VHR inh abs,Mtb BioA inh,BoNT F protease,CCHF vOTU inh,GDH-TPI counter,FadD28 binding,Rv3671c inh,MazEF act
Cc1c(Cl)cccc1NC(=O)Cc1cccs1,0,0.6,8,0.1,17,3,-11,-2.8,5,4
Cc1ccc(-c2nc(SCC(=O)c3c(N)n(C)c(=O)n(C)c3=O)n[nH]2)cc1,6,1.9,5,·,1,-4,0,-1.4,11,11
COc1ccc(/C=C/C(=O)N(C)Cc2cccs2)cc1S(=O)(=O)N1CCOCC1,2,-0.2,32,0.0,-4,-10,2,26*,8,1

# Hits appear at their usual frequency; overall some 4.9% were active at least once.
